Rv3671c protease: inhibitors of M. tuberculosis serine protease Rv3671c; P9WHR9; actives 0.048% (n = 320,000); inhibition, % at 5.96 µM; AID 2606; in the data active = inhibition above about 38%;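 note: extracellular domain of Rv3671c used as enzyme; 0% = enzyme with DMSO and 100% = no enzyme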
MazEF act: increases E. coli MazEF RNase cleavage of RNA; FAM/BHQ RNA-DNA oligo cleavage fluorescence, 5 h; activation, % at 20 µM; actives 0.32% (n = 350,000); AID 504720; in the data active = activation above about 50%
VHR inh abs: DUSP3 (human) phosphatase inhibition; P51452; recombinant VHR phosphatase, pNPP absorbance; inhibition, % at 13.3 µM; actives 0.52% (n = 290,000); in the data active = inhibition above about 50%; note: some compounds called inactive have numbers as strong as hits
TcdB GH inh: inhibitors of Clostridioides difficile toxin B glycohydrolase | P18177 | TcdB glycohydrolase enzymatic assay, plate reader | actives 0.24% (n = 350,000) | inhibition, % at 9.99 µM; in the data active = inhibition above about 10%
Target sequence (P18177 whole entry, looked up): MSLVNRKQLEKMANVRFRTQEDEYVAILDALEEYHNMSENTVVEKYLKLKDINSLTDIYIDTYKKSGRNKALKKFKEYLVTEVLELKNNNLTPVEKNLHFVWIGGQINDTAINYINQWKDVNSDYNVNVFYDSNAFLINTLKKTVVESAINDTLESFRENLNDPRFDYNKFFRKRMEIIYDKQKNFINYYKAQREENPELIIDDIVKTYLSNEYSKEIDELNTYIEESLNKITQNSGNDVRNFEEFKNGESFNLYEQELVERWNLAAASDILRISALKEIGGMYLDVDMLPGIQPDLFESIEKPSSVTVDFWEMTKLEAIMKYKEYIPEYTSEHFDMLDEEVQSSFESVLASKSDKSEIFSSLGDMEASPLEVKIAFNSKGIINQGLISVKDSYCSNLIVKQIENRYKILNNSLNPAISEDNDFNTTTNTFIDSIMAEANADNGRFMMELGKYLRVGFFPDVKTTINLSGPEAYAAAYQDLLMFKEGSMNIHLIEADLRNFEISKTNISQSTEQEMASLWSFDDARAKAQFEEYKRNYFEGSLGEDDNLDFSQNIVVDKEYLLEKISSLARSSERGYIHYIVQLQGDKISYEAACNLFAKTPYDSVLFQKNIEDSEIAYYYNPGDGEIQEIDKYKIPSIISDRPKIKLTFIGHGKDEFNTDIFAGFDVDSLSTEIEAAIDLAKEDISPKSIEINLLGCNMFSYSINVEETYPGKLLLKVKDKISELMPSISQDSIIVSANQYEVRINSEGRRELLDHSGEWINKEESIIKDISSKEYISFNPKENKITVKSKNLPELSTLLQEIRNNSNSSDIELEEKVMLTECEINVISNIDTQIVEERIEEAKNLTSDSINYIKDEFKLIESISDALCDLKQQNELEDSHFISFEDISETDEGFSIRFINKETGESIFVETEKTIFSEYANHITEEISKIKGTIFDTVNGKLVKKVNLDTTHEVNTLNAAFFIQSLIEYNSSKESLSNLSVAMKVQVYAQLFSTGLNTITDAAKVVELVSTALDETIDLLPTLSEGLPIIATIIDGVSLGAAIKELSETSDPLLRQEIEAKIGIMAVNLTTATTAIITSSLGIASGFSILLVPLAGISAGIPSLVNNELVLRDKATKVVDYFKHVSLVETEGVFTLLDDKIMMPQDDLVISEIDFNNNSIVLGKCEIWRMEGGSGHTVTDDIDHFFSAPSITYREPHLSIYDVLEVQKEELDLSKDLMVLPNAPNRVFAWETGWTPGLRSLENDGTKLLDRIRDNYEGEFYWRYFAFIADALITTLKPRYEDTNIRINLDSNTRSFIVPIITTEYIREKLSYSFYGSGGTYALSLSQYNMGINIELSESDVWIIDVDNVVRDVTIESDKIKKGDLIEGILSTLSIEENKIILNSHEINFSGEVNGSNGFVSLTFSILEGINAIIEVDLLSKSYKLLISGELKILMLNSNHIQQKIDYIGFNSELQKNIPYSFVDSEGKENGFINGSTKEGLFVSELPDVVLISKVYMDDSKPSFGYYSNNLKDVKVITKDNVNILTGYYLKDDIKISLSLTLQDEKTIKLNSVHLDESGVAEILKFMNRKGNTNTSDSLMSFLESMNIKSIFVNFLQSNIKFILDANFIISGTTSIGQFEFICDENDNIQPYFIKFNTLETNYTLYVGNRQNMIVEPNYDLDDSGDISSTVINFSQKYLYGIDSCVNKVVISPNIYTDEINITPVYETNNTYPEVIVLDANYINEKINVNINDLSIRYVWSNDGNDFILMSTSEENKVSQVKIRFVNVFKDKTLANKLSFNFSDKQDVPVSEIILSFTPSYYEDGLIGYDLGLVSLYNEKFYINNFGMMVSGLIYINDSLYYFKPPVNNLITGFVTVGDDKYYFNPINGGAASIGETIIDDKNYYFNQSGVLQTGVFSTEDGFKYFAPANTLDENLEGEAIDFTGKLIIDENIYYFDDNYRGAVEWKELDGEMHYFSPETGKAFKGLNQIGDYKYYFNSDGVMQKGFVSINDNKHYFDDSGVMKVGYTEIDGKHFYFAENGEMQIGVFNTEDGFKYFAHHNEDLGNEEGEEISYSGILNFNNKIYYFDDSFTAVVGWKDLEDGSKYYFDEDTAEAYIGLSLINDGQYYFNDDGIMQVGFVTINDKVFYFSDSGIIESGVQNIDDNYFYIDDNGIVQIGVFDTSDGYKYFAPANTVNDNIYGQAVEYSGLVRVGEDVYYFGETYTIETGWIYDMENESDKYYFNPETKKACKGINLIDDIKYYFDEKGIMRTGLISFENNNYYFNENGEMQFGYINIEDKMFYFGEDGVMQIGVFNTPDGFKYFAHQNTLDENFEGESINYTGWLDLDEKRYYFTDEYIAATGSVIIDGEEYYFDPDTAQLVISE
3CLpro inhibitor: SARS-CoV 3CLpro protease inhibition | recombinant SARS-CoV 3CLpro, quenched FRET peptide cleavage | P0C6X7 | inhibition, % at 6 µM | AID 1706 | actives 0.14% (n = 290,000); in the data active = inhibition above about 12%
PfHsp40 yeast: restores yeast growth despite PfHsp40 toxicity | S. cerevisiae expressing PfHsp40, growth rescue, ATP luminescence | growth rescue, % at 12.5 µM | actives 0.68% (n = 340,000) | AID 504582; in the data active = growth rescue above about 28%, passing the limit was not always enough; inconclusive = no clear call, values can overlap the other calls;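 note: yeast W303a lacking pdr1 and pdr3 grown in galactose medium; growth measured after three days at 30 °C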
Y pestis TopoI: Y. pestis Topo-I inhibition via cleavage products; actives 0.064% (n = 360,000); AID 504884; activity, % at 10 µM; Y. pestis Topo-I cleavage product accumulation, plate reader; in the data active = activity above about 50%, passing the limit was not always enough; inconclusive = no clear call, values can overlap the other calls; note: inactives centre near 2
PriA SSB inh: K. pneumoniae PriA-SSBct interaction inhibition; AlphaScreen SSBct-PriA binding, biotinylated peptide; inhibition, % at 33 µM; actives 0.6% (n = 430,000); AID 1272365; in the data active = inhibition mostly above about 37%, no sharp cut-off; inactive = mostly below about 20%;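 note: plate controls were negative control peptide for no effect and reference peptide for full effect; strong numbers were not always called active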
BH1578 lux ind: inducers of Vibrio cholerae quorum light production without autoinducers; actives 0.16% (n = 350,000); V. cholerae BH1578 lux reporter, luminescence, 6 h; AID 588436; activation, % at 18.7 µM; in the data active = activation mostly above about 9.7%, no sharp cut-off; inconclusive = no clear call, values can overlap the other calls; inactive = mostly below about 3.7%; note: not every result past the cut was called active; inactives centre near 0; reference of the scale not given here
Anthrax LF prot: inhibitors of Bacillus anthracis lethal factor protease. inhibition, % at 10 µM. actives 0.12% (n = 360,000). multiplex microsphere protease cleavage assay, LF. AID 588501; in the data active = inhibition above about 30%; inconclusive = no clear call, values can overlap the other calls; note: plate controls were buffer without enzyme for full effect and enzyme alone for no effect
Numbers without * were called inactive.

Results for COc1ccc(C2(CNC(=O)c3cccs3)CCOCC2)cc1 ?
Rv3671c protease: 5; MazEF act: 7; VHR inh abs: 17; 3CLpro inhibitor: 1; PfHsp40 yeast: 0.1; Y pestis TopoI: -11; PriA SSB inh: -11; BH1578 lux ind: -0.2; Anthrax LF prot: 3

What do the screens show for `O=C(NCC1CCCO1)c1cccc(NC(=O)c2ccc(Br)cc2)c1` (stereo unspecified)?
Rv3671c protease: -11; MazEF act: 1; VHR inh abs: 23; TcdB GH inh: 5.9; 3CLpro inhibitor: -1; PfHsp40 yeast: -1.1; Y pestis TopoI: 10; PriA SSB inh: -9; BH1578 lux ind: inactive; Anthrax LF prot: -3

How did COC(=O)CCC(=O)Nc1cccc(C(=O)Nc2cccc(Cl)c2)c1 do in these assays?
Rv3671c protease: -16; MazEF act: 7; VHR inh abs: -10; 3CLpro inhibitor: 8; PfHsp40 yeast: -0.3; Y pestis TopoI: 3; PriA SSB inh: -4; BH1578 lux ind: -6.5; Anthrax LF prot: -5

Results for NC(=O)C1(NC(=O)[C@@H]2CC3(CC(c4cccc(NC(=O)[C@@H]5CCC(=O)N5)c4)=NO3)CN2C(=O)Cc2ccc(Cl)cc2)CC1 (stereo partly specified) ?
Rv3671c protease: 3; MazEF act: 5; VHR inh abs: 8; TcdB GH inh: 0.4; 3CLpro inhibitor: -3; PfHsp40 yeast: -0.9; Y pestis TopoI: 9; PriA SSB inh: -16; BH1578 lux ind: -0.5; Anthrax LF prot: 1

What do the screens show for `C/[N+]([O-])=C/c1c(OCc2ccccc2)ccc2ccccc12`?
Rv3671c protease: -4; MazEF act: 5; VHR inh abs: 27; TcdB GH inh: 1.3; 3CLpro inhibitor: -2; PfHsp40 yeast: inconclusive; Y pestis TopoI: 2; PriA SSB inh: -1; BH1578 lux ind: -1.9; Anthrax LF prot: -9

Results for CN(CCOc1ccc(C=C2C(=O)NC(=O)NC2=O)cc1)c1ccccn1 ?
Rv3671c protease: -7; MazEF act: -27; VHR inh abs: 40; TcdB GH inh: 0.1; 3CLpro inhibitor: -2; PfHsp40 yeast: 0.6; Y pestis TopoI: 4; PriA SSB inh: -5; BH1578 lux ind: -0.5; Anthrax LF prot: -1

Results for O=C(CN1CCN(c2ccccn2)CC1)NCc1cccs1 ?
Rv3671c protease: 3; MazEF act: -13; VHR inh abs: 18; 3CLpro inhibitor: -4; PfHsp40 yeast: 0.3; Y pestis TopoI: 5; PriA SSB inh: -7; BH1578 lux ind: -1.0; Anthrax LF prot: -2

How did COc1cccc(N(C(=O)c2cnccn2)C(C(=O)NC2CCCCC2)c2ccc(Cl)cc2)c1 (stereo unspecified) do in these assays?
Rv3671c protease: 2; MazEF act: 3; VHR inh abs: 4; 3CLpro inhibitor: -2; PfHsp40 yeast: 0.0; Y pestis TopoI: 21; PriA SSB inh: -9; BH1578 lux ind: inactive; Anthrax LF prot: 1

What do the screens show for `COc1ccc(S(=O)(=O)Nc2c(C)n(C)n(-c3ccccc3)c2=O)c(Cl)c1Cl`?
Rv3671c protease: 10; MazEF act: -32; VHR inh abs: -8; TcdB GH inh: 1.0; 3CLpro inhibitor: 4; PfHsp40 yeast: -1.2; Y pestis TopoI: -4; PriA SSB inh: -14; BH1578 lux ind: -0.4

How did Cc1ccc(Cl)cc1N1CCN(S(=O)(=O)c2ccc3c(c2)CC(=O)N3C)CC1 do in these assays?
Rv3671c protease: -4; MazEF act: 0; VHR inh abs: 13; TcdB GH inh: 1.5; 3CLpro inhibitor: 6; PfHsp40 yeast: -0.2; Y pestis TopoI: 21; PriA SSB inh: 7; BH1578 lux ind: inactive; Anthrax LF prot: -2

How did COc1ccc(-c2nc(N)ncc2Oc2ccccc2Br)c(O)c1 do in these assays?
Rv3671c protease: -6; MazEF act: 16; VHR inh abs: 13; 3CLpro inhibitor: 2; PfHsp40 yeast: 1.8; Y pestis TopoI: 1; PriA SSB inh: 10; BH1578 lux ind: 36*; Anthrax LF prot: 0

What do the screens show for `COc1ccc(-n2cc(-c3ccc(OC(F)F)cc3)[n+]3c2CCCCC3)cc1`?
Rv3671c protease: -3; MazEF act: 5; VHR inh abs: 36; TcdB GH inh: 0.8; 3CLpro inhibitor: 1; PfHsp40 yeast: 0.4; Y pestis TopoI: -2; PriA SSB inh: -17; BH1578 lux ind: -0.2; Anthrax LF prot: 0

Results for COc1cc(S(=O)(=O)Nc2ccc3c(c2)C(=O)N(C)C3=O)ccc1NC(C)=O ?
Rv3671c protease: 4; MazEF act: 14; TcdB GH inh: 1.7; PfHsp40 yeast: -0.8; Y pestis TopoI: -3; PriA SSB inh: -8; BH1578 lux ind: -0.8; Anthrax LF prot: -10

How did COc1ccccc1NC(=S)N(CCc1ccc(OC)c(OC)c1)Cc1ccccn1 do in these assays?
Rv3671c protease: 1; MazEF act: 1; VHR inh abs: 21; TcdB GH inh: 0.9; 3CLpro inhibitor: -3; PfHsp40 yeast: 0.1; Y pestis TopoI: 5; PriA SSB inh: 9; BH1578 lux ind: -0.3; Anthrax LF prot: -4

Results for NC(=O)c1nsc(C(=O)N(c2ccccc2)C(C(=O)NC2CCCC2)c2cccs2)c1N (stereo unspecified) ?
Rv3671c protease: 1; MazEF act: 4; VHR inh abs: 7; TcdB GH inh: 0.3; 3CLpro inhibitor: 5; PfHsp40 yeast: -0.1; Y pestis TopoI: 8; PriA SSB inh: 12; BH1578 lux ind: -0.1; Anthrax LF prot: 4

How did CC1(C)NC(=O)N(CC(=O)OCC(=O)Nc2cccc(F)c2)C1=O do in these assays?
Rv3671c protease: -7; MazEF act: 5; VHR inh abs: -8; 3CLpro inhibitor: 1; PfHsp40 yeast: 0.5; Y pestis TopoI: -2; PriA SSB inh: -6; BH1578 lux ind: inactive; Anthrax LF prot: -4

How did CCCCCN(C(=O)CCC(=O)OCC(=O)N1C(C)CCCC1C)c1c(N)n(CCCC)c(=O)[nH]c1=O (stereo unspecified) do in these assays?
Rv3671c protease: -5; MazEF act: 6; VHR inh abs: 12; TcdB GH inh: 1.7; 3CLpro inhibitor: -1; PfHsp40 yeast: -0.1; Y pestis TopoI: 16; PriA SSB inh: -10; BH1578 lux ind: -0.3; Anthrax LF prot: -2

How did O=C(CSc1ccccn1)N1CCN(S(=O)(=O)c2ccc(Cl)cc2)CC1 do in these assays?
Rv3671c protease: 1; MazEF act: 2; TcdB GH inh: 1.0; PfHsp40 yeast: -0.6; Y pestis TopoI: -10; PriA SSB inh: -7; BH1578 lux ind: inactive; Anthrax LF prot: 4

Results for CC1CCCCC1NC(=O)Cc1ccc(S(=O)(=O)N2CCOCC2)s1 (stereo unspecified) ?
Rv3671c protease: -2; MazEF act: 4; TcdB GH inh: 1.2; PfHsp40 yeast: 1.0; Y pestis TopoI: 8; PriA SSB inh: -10; BH1578 lux ind: -2.3; Anthrax LF prot: 2

Results for O=C(N/N=C/c1cccnc1)c1ccc(Cn2cc([N+](=O)[O-])cn2)o1 ?
Rv3671c protease: -10; MazEF act: 4; VHR inh abs: 12; TcdB GH inh: 0.1; 3CLpro inhibitor: -2; PfHsp40 yeast: 0.2; Y pestis TopoI: -5; BH1578 lux ind: -0.1; Anthrax LF prot: 1

What do the screens show for `Cc1cccc(C)c1NC(=S)N/N=C/c1ccccc1C(=O)O`?
Rv3671c protease: 3; MazEF act: -4; VHR inh abs: 1; TcdB GH inh: -4.7; 3CLpro inhibitor: 9; PfHsp40 yeast: -0.9; Y pestis TopoI: 1; BH1578 lux ind: 0.1; Anthrax LF prot: 5

How did COc1ccc(C(=O)C[n+]2ccc3c(c2)nc(-c2ccccc2)n3C)cc1 do in these assays?
Rv3671c protease: 3; MazEF act: 17; VHR inh abs: -7; 3CLpro inhibitor: 1; PfHsp40 yeast: 0.6; Y pestis TopoI: -4; PriA SSB inh: -10; BH1578 lux ind: inactive; Anthrax LF prot: -2

Results for O=[N+]([O-])c1cccc(NC(=S)NCCc2ccccc2)c1 ?
Rv3671c protease: -11; MazEF act: 3; VHR inh abs: -2; TcdB GH inh: 0.9; 3CLpro inhibitor: 6; PfHsp40 yeast: -1.1; Y pestis TopoI: -14; PriA SSB inh: 10; BH1578 lux ind: -0.5; Anthrax LF prot: 0

What do the screens show for `O=C1CCC/C=C/C[C@@H](CC(=O)N(CCO)Cc2ccccc2)C(=O)NC[C@H](c2ccccc2)O1`?
Rv3671c protease: 7; MazEF act: -2; TcdB GH inh: 0.9; PfHsp40 yeast: -0.7; Y pestis TopoI: 10; PriA SSB inh: -2; BH1578 lux ind: inactive; Anthrax LF prot: -5

Results for CCCn1c(SCC(=O)Nc2ccc3c(c2)OCCO3)nnc1-c1ccco1 ?
Rv3671c protease: 2; MazEF act: -1; VHR inh abs: 25; 3CLpro inhibitor: 3; PfHsp40 yeast: 0.7; Y pestis TopoI: 10; PriA SSB inh: 5; BH1578 lux ind: 3.7; Anthrax LF prot: -3

What do the screens show for `O=C1C2Sc3[nH]c(=O)sc3C(c3ccccc3)C2C(=O)N1c1ccc(Cl)cc1` (stereo unspecified)?
Rv3671c protease: 10; MazEF act: -4; VHR inh abs: 25; 3CLpro inhibitor: 4; PfHsp40 yeast: 0.5; Y pestis TopoI: -4; PriA SSB inh: 19; BH1578 lux ind: inactive; Anthrax LF prot: 2

How did COc1ccccc1OCCNC(=O)C1CC(=O)N(c2ccccc2OC)C1 (stereo unspecified) do in these assays?
Rv3671c protease: -6; MazEF act: 6; TcdB GH inh: 0.7; PfHsp40 yeast: -0.3; Y pestis TopoI: -11; PriA SSB inh: 2; BH1578 lux ind: 0.0; Anthrax LF prot: -2

What do the screens show for `Cc1cccc(-n2c(=O)c3ccccc3n3c(=S)[nH]nc23)c1C`?
Rv3671c protease: 2; MazEF act: 5; VHR inh abs: 16; TcdB GH inh: 12*; 3CLpro inhibitor: 1; PfHsp40 yeast: -0.3; Y pestis TopoI: 8; PriA SSB inh: -2; BH1578 lux ind: -0.4; Anthrax LF prot: -2

What do the screens show for `CCN1CCN(Cc2cc(OC)c(OC)cc2[N+](=O)[O-])CC1`?
Rv3671c protease: 4; MazEF act: 1; VHR inh abs: 0; TcdB GH inh: 0.9; 3CLpro inhibitor: -1; PriA SSB inh: -8

What do the screens show for `C#CCN(C[C@@H]1[C@@H](OC(=O)NCC2CCCCC2)[C@@H](OC(=O)NCC2CCCCC2)Cn2c(=O)n(CCCCCC)c(=O)n21)S(=O)(=O)c1ccc(C)cc1`?
MazEF act: -2; TcdB GH inh: -1.4; Y pestis TopoI: 16; BH1578 lux ind: inactive; Anthrax LF prot: -3

What do the screens show for `CC(=O)NC1C(OCc2ccccc2)OC2COC(C)(C)OC2C1O` (stereo unspecified)?
Rv3671c protease: -10; MazEF act: 1; VHR inh abs: -3; TcdB GH inh: 2.9; 3CLpro inhibitor: 2; PfHsp40 yeast: -1.5; Y pestis TopoI: 4; PriA SSB inh: -4; BH1578 lux ind: inactive; Anthrax LF prot: 0

3 entries already listed, ordered by number of heavy atoms, highest first.
What do the screens show for `C#CCN(C[C@@H]1[C@@H](OC(=O)NCC2CCCCC2)[C@@H](OC(=O)NCC2CCCCC2)Cn2c(=O)n(CCCCCC)c(=O)n21)S(=O)(=O)c1ccc(C)cc1`?
MazEF act: -2; TcdB GH inh: -1.4; Y pestis TopoI: 16; BH1578 lux ind: inactive; Anthrax LF prot: -3

How did COc1ccc(C(=O)C[n+]2ccc3c(c2)nc(-c2ccccc2)n3C)cc1 do in these assays?
Rv3671c protease: 3; MazEF act: 17; VHR inh abs: -7; 3CLpro inhibitor: 1; PfHsp40 yeast: 0.6; Y pestis TopoI: -4; PriA SSB inh: -10; BH1578 lux ind: inactive; Anthrax LF prot: -2

What do the screens show for `Cc1cccc(C)c1NC(=S)N/N=C/c1ccccc1C(=O)O`?
Rv3671c protease: 3; MazEF act: -4; VHR inh abs: 1; TcdB GH inh: -4.7; 3CLpro inhibitor: 9; PfHsp40 yeast: -0.9; Y pestis TopoI: 1; BH1578 lux ind: 0.1; Anthrax LF prot: 5

Assay outcomes from PubChem BioAssay.

Some of the compounds tested; count on the stated rates, not on these rows.
